Bioassay records as filed in PubChem.
NCI-60 one-dose screen, 48 h, at 10 µM unless noted. Numbers give growth in % (100 = growth as untreated, 0 = no growth, -100 = all killed).
MDA-MB-468 – MDA-MB-468 breast cancer; 78,000 tested, 8.5% active
LOX IMVI – LOX IMVI melanoma; 79,000 tested, 7.4% active
K-562 – K-562 leukemia | 78,000 tested, 7.4% active | AID 1794777
HS 578T – HS 578T breast cancer; 78,000 tested, 4.1% active; AID 1794788
T-47D – T-47D breast cancer. AID 1794792. 79,000 tested, 5% active
MCF7 – MCF7 breast cancer; 82,000 tested, 6.3% active
BT-549 – BT-549 breast cancer; 78,000 tested, 4.4% active; AID 1794793
MDA-MB-231 – MDA-MB-231 breast cancer | 81,000 tested, 5% active | AID 1794789
* hit, by the source's call; · = not tested or not shown. The calls were made as follows: active = growth percent below 10; inactive = the rest.

SMILES | MDA-MB-468 | LOX IMVI | K-562 | HS 578T | T-47D | MCF7 | BT-549 | MDA-MB-231
CC(=O)N1c2ccccc2-n2cccc2C1c1ccc2c(c1)OCO2 (stereo not drawn) | 89 | 80 | 94 | · | 103 | 106 | 88 | 83
Clc1nc(Cl)c2ncn(C/C=C\Cn3cnc4c(Cl)nc(Cl)nc43)c2n1 | · | -80* | -25* | -41* | -44* | -78* | · | -69*
Cc1c(O)cc(C(=O)CCl)c(O)c1C | 110 | 94 | 101 | 102 | 94 | 90 | 102 | 112
C#C[C@H]1CCCCCC1O (stereo partly drawn) | 99 | 97 | 101 | 101 | 95 | 107 | 113 | 102
C=C(C)[C@@H]1CC[C@]2(C(=O)OC)CC[C@]3(C)[C@H](CC[C@@H]4[C@@]5(C)C/C(=C/c6ccc(OC)cc6)C(=O)C(C)(C)[C@@H]5CC[C@]43C)[C@@H]12 | 76 | 80 | 3.3* | 95 | 101 | 49 | 97 | 108
CCCC/C(=C\c1ccc(OC)c(OC)c1)C(=O)NC(Cc1ccccc1)C(=O)C(=O)NCCc1ccc(OC)cc1 (stereo not drawn) | 83 | 81 | 79 | 84 | 80 | 83 | 97 | 97
COC(=O)c1ccc(CSc2nnc(-c3c(C)nc4ccc(Br)cn34)o2)cc1 | 95 | 101 | · | 107 | 98 | 93 | 102 | 90
O=C(Nc1ncccc1OCc1cccc(F)c1)NC12CC3CC(CC(C3)C1)C2 | 74 | 87 | 67 | 89 | 66 | 83 | 75 | 80
O=C(Nc1ccc(-c2cccc(Oc3ccc4nnc(Cl)n4n3)c2)cc1)C1CC1 | 82 | 86 | 71 | 95 | 74 | 93 | 92 | 78
C=CCN1C(=O)/C(=C\C(=O)OC)S/C1=N/NC(=O)COc1cc(=O)n(C)c2ccccc12 | 84 | · | 99 | 98 | 96 | 98 | 92 | 90
N=S(=O)(NC(=O)c1ccc(Cl)cc1)c1ccc(Cl)cc1 (stereo not drawn) | 88 | 99 | 94 | 93 | 93 | 89 | 95 | 105
CC1(C)C2CC[C@]3(C)C(C(=O)C=C4[C@@H]5C[C@@](C)(C(=O)O)CC[C@]5(C)CC[C@]43C)[C@@]2(C)CC[C@@H]1O (stereo partly drawn) | 98 | 104 | 112 | 107 | 98 | 98 | 109 | 94
FC(F)(F)c1ccc(-c2nc3ccccn3c2NCCN2CCOCC2)cc1 | 103 | 99 | 89 | 88 | · | 81 | 92 | 95
CCOc1cc(CNc2cccc3[nH]c(C(F)(F)F)nc23)ccc1OC | 67 | 85 | 60 | 85 | · | 82 | 89 | 76
CCN1C(=O)N(CC)C2C1NN=c1s/c(=C\c3ccc[nH]3)c(=O)n12 (stereo not drawn) | 5.6* | 43 | 10 | 7.9* | 31 | 18 | 51 | 31
Cn1cccc1C(=O)C1C(c2cccc([N+](=O)[O-])c2)C2C3CCCCC3CN2C12C(=O)Nc1ccc(Cl)cc12 (stereo not drawn) | 32 | 37 | 33 | 56 | 37 | 34 | 54 | 56
Clc1cccc(Cl)c1Nc1ccc2nnc(-c3ccncc3)n2n1 | 104 | 93 | 57 | 103 | 91 | 95 | 114 | 114
Cc1c(O)nc(N)[nH]c1=O | 105 | 99 | 118 | 101 | 114 | 99 | 116 | 104
c1ccc2sc(SCN3CCOCC3)nc2c1 | 106 | 103 | 92 | 99 | 114 | 95 | 95 | 113
CCOC(C)Oc1ccccc1 (stereo not drawn) | 109 | 91 | 102 | 107 | 85 | 100 | 100 | 94
OCCN1CCCCC1 | 117 | 96 | 92 | 105 | 90 | 93 | 96 | 102
O=C(Nc1ccccc1)C1=C(Nc2ccccc2)CSC1 | · | 103 | 99 | 102 | 92 | 98 | 103 | ·
CCCCOc1ccc(N)cc1C(=O)OCCCN(CC)CC | 107 | 100 | 81 | 95 | 99 | 100 | 93 | 110
C/C(=N\NC(=S)Nc1ccccc1)c1ccccn1 | -10* | 37 | 24 | 64 | 29 | 19 | 40 | 31
CC(C#N)(CCC(=O)O)N=NC(C)(C#N)CCC(=O)O (stereo not drawn) | 89 | 98 | 109 | 105 | 117 | 102 | 96 | 101
CCC(C)NC(=O)c1ccc(C)cc1 (stereo not drawn) | 102 | 102 | 94 | 107 | 88 | 95 | 96 | 102
Cc1ccc(CN2C(=O)C3(NCCc4cc(O)ccc43)c3cc(Cl)ccc32)cc1 (stereo not drawn) | 110 | 96 | 90 | 104 | 102 | 116 | 109 | 101
O=C1CC(c2ccccc2)=NN1c1ccccc1 | 115 | 96 | 112 | 120 | · | 100 | 116 | 95
Cn1cccc1C(=O)C1C(c2cccc(F)c2)C2CSCN2C12C(=O)Nc1ccc(Cl)cc12 (stereo not drawn) | 99 | 93 | 86 | 101 | 93 | 103 | 101 | 97
NS(=O)(=O)c1cccc(Nc2nc(SCC(=O)c3ccc(Cl)cc3)nc3ccccc23)c1 | 80 | 29 | 68 | 44 | 63 | 66 | 26 | 56
CO/N=C/c1ccc[n+](C)c1 | 103 | 93 | 87 | 110 | 87 | 100 | 105 | 114
CCN(C)c1ccccc1 | 113 | 98 | 110 | 96 | 105 | 91 | 84 | 99
CCC(=O)NCc1cc(-c2ccc(Cl)cc2)n(-c2ccccc2)c1C | 41 | 85 | 44 | 89 | 54 | 79 | · | 80
CCCCSc1nc(N/N=C/c2cc(Cl)ccc2O)c(C#N)c(-c2ccc(F)cc2)n1 | 49 | 90 | 41 | 80 | 63 | 66 | 87 | 79
O=C(NCCc1ccccc1)c1ccc2c(c1)nc(-c1ccccc1)n2C1CCCCC1 | 98 | 68 | 22 | 102 | 70 | 89 | 88 | 75
COC1=C(OC)C(=O)C(N(C)C)=C(CO)C1=O | 101 | 102 | 106 | 119 | 97 | 104 | 104 | 115
O=C(CCl)Nc1ccc2c(c1)C(=O)c1ccccc1C2=O | -19* | -81* | -8.5* | 52 | -71* | -25* | -45* | -5.9*
c1ccc(Cc2nnc3sc(-c4csc5c4CCCC5)nn23)cc1 | 98 | 85 | 95 | 111 | 102 | 94 | 102 | 95
O=C(CN1C(=O)/C(=C/c2ccco2)SC1=S)NCCc1c[nH]c2ccccc12 | 91 | 90 | 89 | 92 | 97 | 95 | 93 | 95
Cn1cc(-c2csc(-c3cn(CCCN4CCCCC4)c4ccccc34)n2)c2cccnc21 | 100 | -72* | -70* | 68 | 92 | -77* | 73 | -81*
CCOC(=O)CCCN1C/C(=C\c2ccc(Cl)cc2)C(=O)c2ccccc21 | 82 | 110 | 84 | 103 | 82 | 97 | 90 | 110
O=C(O)c1ccc(I)cc1C(=O)O | 114 | 99 | 98 | 92 | 115 | 104 | 113 | 107
COc1ccc(-c2conc2-n2nc(-c3ccccc3)nc2-c2ccccc2)cc1 | · | 93 | · | 111 | 102 | 89 | 104 | 94
Cc1c(-c2csc(N/N=C/c3ccco3)n2)nnn1-c1ccc([N+](=O)[O-])cc1 | 115 | 99 | 100 | 98 | 89 | 100 | 87 | 88
Cc1ccc(-c2c(-[n+]3noc(=O)[nH]3)no[n+]2[O-])cc1 | 102 | 96 | 104 | 103 | 108 | 103 | 119 | 102
Clc1ccc(-c2nnc3c(/C=C/c4ccc(Br)cc4)nc4ccccc4n23)cc1 | 99 | 100 | 83 | 90 | 83 | 68 | 102 | 101
O=C(O)CCC(=O)c1cccc2ccccc12 | 105 | 101 | 99 | 109 | 97 | 100 | 110 | 108
CCCCCCCCCC(=O)NO | 96 | 94 | 123 | 83 | 85 | 95 | 104 | 109

Single records (already shown). Values in the order: MDA-MB-468	LOX IMVI	K-562	HS 578T	T-47D	MCF7	BT-549	MDA-MB-231
O=C(O)CCC(=O)c1cccc2ccccc12 in the list: 105	101	99	109	97	100	110	108
O=C(O)c1ccc(I)cc1C(=O)O in the list: 114	99	98	92	115	104	113	107
CCOC(=O)CCCN1C/C(=C\c2ccc(Cl)cc2)C(=O)c2ccccc21 in the list: 82	110	84	103	82	97	90	110
O=C(CN1C(=O)/C(=C/c2ccco2)SC1=S)NCCc1c[nH]c2ccccc12 in the list: 91	90	89	92	97	95	93	95

Going on with the list.
Values run as follows: MDA-MB-468 | LOX IMVI | K-562 | HS 578T | T-47D | MCF7 | BT-549 | MDA-MB-231
OCC1OC(c2ccc(OCc3ccccc3)cc2OCc2ccccc2)C(O)C1O (stereo not drawn)
 : 98 | 94 | 89 | 104 | 100 | 93 | 102 | 107
CC(=O)c1c(C)cc(C(C)(C)C)cc1C
 : 104 | 91 | · | 130 | 105 | 101 | 96 | 100
O=C1CCc2cccc(O)c2N1
 : 108 | 105 | 108 | 106 | 108 | 116 | 105 | 119
O=C(NCCCl)Oc1ccc2ccccc2c1
 : 108 | 89 | 105 | 115 | 111 | 98 | 110 | 104
COc1cc(C2=Nc3c(N)nc(N)nc3NC(c3cccc(Nc4ccnc5cc(Cl)ccc45)c3)C2)cc(OC)c1OC (stereo not drawn)
 : 103 | 90 | 40 | 87 | 103 | 77 | 114 | 100
Cc1ccc(O)c(C2=NN(c3ccc(S(C)(=O)=O)cc3)C(=O)CC2)c1
 : 106 | 90 | 79 | 91 | 92 | 96 | 89 | 98
CCCOC(=O)c1ccc(C(=O)OCCC)nc1
 : 104 | 100 | 90 | 123 | 107 | 95 | 111 | 104
O=C(N=Nc1c(O)[nH]c2ccccc12)Nc1ccc(F)cc1
 : 103 | 92 | 85 | 96 | 66 | 71 | 90 | 94
NCCCN1CCCC1
 : 119 | 74 | 96 | 96 | 96 | 102 | 101 | 118
COc1ccc(C(=O)NCCNc2nccc(Nc3ccc(S(=O)(=O)Nc4ccccn4)cc3)n2)cc1
 : 101 | 109 | 90 | 91 | 100 | 98 | 106 | 101
COc1cc(/C=C/C(=O)/C=C/c2cc(OC)c3c(c2OC)OCO3)c(OC)c2c1OCO2
 : 23 | 33 | 12 | 64 | 31 | 19 | 31 | 46
Nc1nc2c(C(=O)Nc3ccccc3)c(Nc3ccccc3)nn2cc1-c1nc2ccccc2s1
 : 90 | 90 | 97 | 87 | · | 95 | 95 | 93
Nn1c(Nc2ccc(S(=O)(=O)Nc3ncccn3)cc2)nnc(/C=C/c2c(O)ccc3ccccc23)c1=O
 : 96 | 84 | 85 | 95 | 71 | 77 | 101 | 71
Ic1sc(I)c(I)c1I
 : 105 | 74 | 87 | 119 | 100 | 42 | 107 | 94
COc1ccccc1Cn1c(-c2ccccc2OC)nc2ccccc21
 : 97 | 92 | 50 | 87 | 74 | 110 | 110 | 100
CCC(=O)OCc1ccc(OC)cc1
 : 87 | 98 | 94 | 135 | 103 | 107 | 104 | 101
O=C1/C(=C/c2cn(-c3ccccc3)nc2-c2ccccc2)SC(=S)N1CCc1ccccc1
 : 103 | 99 | 108 | 104 | 97 | 95 | 109 | 106
O=C(Nc1ccccc1Cl)OCCN1CCOCC1
 : 109 | 102 | 91 | 120 | 101 | 105 | 72 | 111
CC(=O)c1c[nH]c2ccc(-c3ccnc(Nc4ccc(NC(=O)c5cccc(F)c5)c(CN5CCOCC5)c4)n3)cc12
 : -33* | -3.9* | 4.7* | -20* | -5.6* | -0.1* | -7.4* | -38*
COC1=C[C@@]23CCCN2CCc2cc4c(cc2[C@H]3[C@H]1OC(=O)C(C)(C)O)OCO4
 : 95 | 93 | 117 | 93 | 95 | 93 | 116 | 100
COc1ccc(C2=NN(C(C)=O)C(c3ccc(Cl)cc3)C2)cc1S(N)(=O)=O (stereo not drawn)
 : 98 | 92 | 96 | 93 | 99 | 97 | 100 | 101
NCCCC[C@H](NC(=O)[C@@H]1CCCN1C(=O)Cc1cccc2ccccc12)C(=O)N[C@@H](CCCN=C(N)N)C(N)=O
 : 98 | 93 | 106 | 100 | 94 | 95 | 91 | 107
CCn1c(Sc2nnc(NC(=O)CCl)s2)nc2c1c(=O)n(C)c(=O)n2C
 : 108 | 100 | 95 | 101 | 99 | 99 | 103 | 109
O=C(O)CCNC(=O)CSc1nnc(-c2ccc(NC(=O)c3cccnc3)cc2)o1
 : 105 | 107 | 101 | 110 | 101 | 99 | 115 | 116
Cc1ccc(Nc2nc(N)nc(N)c2N=O)cc1
 : 92 | 99 | 96 | 90 | 61 | 65 | 91 | 90
CCCCCCCCCCCCCCCCC(C(=O)OCC)C(=O)OCC
 : 101 | 102 | 101 | · | 101 | 95 | 110 | 95
Oc1ccc(/C=C2\CCCc3cc4ccc(O)cc4[o+]c32)c(O)c1
 : -14* | -31* | 42 | 52 | 18 | 11 | 23 | -27*
Cc1nn(-c2cccc(Cl)c2)c(C)c1N=Nc1ccc(Br)cc1
 : 98 | 101 | 89 | 97 | 81 | 89 | 98 | 93
O=C1CCNC(=O)N1OS(=O)(=O)c1ccccc1
 : 107 | 102 | 84 | 98 | 92 | 97 | · | 106
